Growth percent in the NCI-60 one-dose screen (48 h, 10 µM unless noted): 100 = growth as untreated, 0 = no growth, -100 = all killed.
HOP-92 = HOP-92 NSCLC cells | actives 6.3% (n = 71,000) | AID 1794738
K-562 = K-562 leukemia; actives 7.4% (n = 78,000); AID 1794777
SR = SR leukemia cells. actives 8.7% (n = 73,000)
MOLT-4 = MOLT-4 leukemia cells | AID 1794779 | actives 6.9% (n = 80,000)
MDA-MB-435 = MDA-MB-435 melanoma. actives 7.8% (n = 82,000). AID 1794794
HOP-62 = HOP-62 NSCLC; actives 3.9% (n = 80,000); AID 1794735
RPMI-8226 = RPMI-8226 leukemia cells | AID 1794781 | actives 7.5% (n = 77,000)
CCRF-CEM = CCRF-CEM leukemia. actives 7% (n = 77,000)
The depositor's hits bear a star; . = no result given; & = joins results of further samples. The calls were made as follows: active = growth percent below 10; inactive = the rest.

Compound	HOP-92	CCRF-CEM	RPMI-8226	K-562	MOLT-4	HOP-62	MDA-MB-435	SR
COc1cccc(/C=N/NC2=NC3C(N2)N(C)C(=O)N3C)c1O (stereo not given)	108	.	153	102	103	95	103	105
CCCCC(CC)COC(C)=O (stereo not given)	96	108	110	95	105	.	105	103
CCN(C(=O)CCl)C(C)(C)C(SSSC(c1ccc(Cl)cc1)C(C)(C)N(CC)C(=O)CCl)c1ccc(Cl)cc1 (stereo not given)	47	.	52	0.6*	37	87	36	18
O=C(Oc1cccc(O)c1)c1ccccc1	51	80	58	103	105	98	110	.
NC(=Nc1ccccc1)C(N)=Nc1ccccc1	83	89	97	103	91	94	99	81
Cc1sc2c(c1C)c(=O)nc1c(-c3ccccc3)n[nH]n12	100	96	97	97	91	96	106	102
Cc1ccc[n+](CC(=O)c2ccc(Br)cc2)c1	107	108	107	97	98	99	106	98
Nc1nc(=O)[nH]c(N)c1N	113	114	117	98	112	99	102	102
O=c1[nH]c(CN/N=C/c2ccc([N+](=O)[O-])cc2)nc2ccccc12	113	93	98	77	97	116	96	92
Cc1ccc2c(c1)C(=O)c1c-2c(OCCCN(C)C)nc2ccccc12	-11*	19	-16*	-59*	-11*	20	-32*	-27*
COC1=Nc2ccccc2/C=C\c2ccccc21	102	101	111	100	93	104	111	98
CCOC(=O)/C=C/c1cc2cc(-c3csc4ccccc34)ccc2[nH]1	100	.	47	25	12	77	-10*	0.3*
COC(=O)/C(CCC=C(C)C)=C1\[C@@H](OC(C)=O)C[C@@]2(C)[C@H]1C[C@@H](O)[C@H]1[C@@]3(C)CC[C@H](NC(=O)c4cnccn4)[C@@H](C)[C@@H]3CC[C@@]12C	100	103	76	86	84	102	103	93
O=C(c1ccc(O)cc1)C1[C@H](c2ccc(Cl)cc2)[C@@H](c2ccccc2)NC12C(=O)Nc1ccccc12 (stereo not given in full)	-28*	-7.0*	-3.4*	-8.6*	-34*	-20*	-34*	-47*
C=C1c2c(C)nn(-c3ccc(C#CCOC4OC(CO)C(O)C(O)C4O)cc3)c2N(C)C23C[C@H]1C1(C)c4c(C)nn(-c5ccc(C#CCOC6OC(CO)C(O)C(O)C6O)cc5)c4N(C)C(C)(C[C@H]12)C3 (stereo not given in full)	.	-30*	-36*	9.3*	-15*	3.6*	0.1*	6.3*
CCN(CC)CCOc1ccccc1C	95	102	103	98	103	94	106	111
CC[C@@H](C)/C=C(C)/C=C/C(=O)c1c(O)c(-c2ccc(OC(=O)[C@@]34CC[C@@](C)(C(=O)O3)C4(C)C)cc2)c[nH]c1=O	104	33	.	.	.	117	75	.
O=C1c2ccccc2C2/C(=C(Br)\C=C\Cc3ccc4c(c3)OCO4)CCCN12 (stereo not given)	93	86	83	83	84	113	95	85
O=C(Nc1ncc(Cc2cccc(C(F)(F)F)c2)s1)C1=NCCCN1	100	63	88	79	93	93	95	83
Nc1cc(Nc2ccc(Cl)c(Cl)c2)nc(N)n1	78	99	.	83	87	121	96	94
CC(C)NCCCNC(=O)C1COc2ccccc2O1 (stereo not given)	94	104	101	93	69	86	100	91
CCOC(CN/C(=C/c1ccc2ccccc2[n+]1C)SC)OCC	74	97	83	42	95	84	101	100
CN(C)[C@@H]1C(=O)C(C(N)=O)=C(O)[C@@]2(O)C(=O)C3=C(O)c4c(O)cc(CN5CCc6ccccc6C5)c(Cl)c4C[C@H]3C[C@@H]12	-83*	-41*	-46*	-74*	-68*	-85*	-76*	-51*
CCOC(=O)c1cnn2c(-c3ccc(Cl)cc3)nc(SCC)nc12	78	101	.	.	78	74	87	88
Cc1ccc(CSc2nc(-c3ccc(F)cc3)c(C#N)c(=O)[nH]2)cc1	97	95	91	91	88	102	106	.
COc1cccc(-c2cn3nc(-c4cn(C)c5ccccc45)sc3n2)c1	82	92	97	48	88	97	37	25
Nc1nc(Nc2ccccc2)n(Cc2c(F)cccc2F)n1	103	96	86	89	95	105	126	88
COc1cc(OC)c2c(c1Cl)O[C@]1(C2=O)C(OCc2ccccc2)=CC(=O)C[C@H]1C	-17*	10	-4.8*	3.0*	14	5.2*	-45*	7.4*
CN1CCN(Cc2ccc(C(=O)Nc3cccc(Nc4ccc5c(O)cccc5n4)c3)cc2C(F)(F)F)CC1	-37*	5.1*	-11*	8.3*	-2.8*	-47*	-92*	4.9*
Nc1ccn([C@@H]2O[C@H](COP(=O)(O)O[C@@H]3C[C@H](n4cc(F)c(=O)[nH]c4=O)O[C@@H]3COP(=O)(O)O[C@@H]3C[C@H](n4cc(F)c(=O)[nH]c4=O)O[C@@H]3COP(=O)(O)O[C@@H]3C[C@H](n4cc(F)c(=O)[nH]c4=O)O[C@@H]3COP(=O)(O)O[C@@H]3C[C@H](n4cc(F)c(=O)[nH]c4=O)O[C@@H]3COP(=O)(O)O[C@@H]3C[C@H](n4cc(F)c(=O)[nH]c4=O)O[C@@H]3COP(=O)(O)O[C@@H]3C[C@H](n4cc(F)c(=O)[nH]c4=O)O[C@@H]3COP(=O)(O)O[C@@H]3C[C@H](n4cc(F)c(=O)[nH]c4=O)O[C@@H]3COP(=O)(O)O[C@@H]3C[C@H](n4cc(F)c(=O)[nH]c4=O)O[C@@H]3COP(=O)(O)O[C@@H]3C[C@H](n4cc(F)c(=O)[nH]c4=O)O[C@@H]3COP(=O)(O)O[C@@H]3C[C@H](n4cc(F)c(=O)[nH]c4=O)O[C@@H]3COP(=O)(O)OCCOCCOCCOCCOCCOCCO)[C@H](O)C2O)c(=O)n1 (stereo not given in full)	71	21	50	54	27	30	61	44
Cc1csc2ccc(Cl)cc12	104	108	109	106	112	97	103	.
COc1c2c(cc3c1c(=O)c1ccc(O)c(OC)c1n3C)OCO2	112	103	110	94	95	92	98	91
CC[n+]1ccc(Nc2ccc(NC(=O)c3ccc(Nc4cc[n+](CC)c5ccc(N)cc45)cc3)cc2)cc1	85	89	74	63	91	110	90	81
CCCCOC(=O)CCN1CCN(c2ccccc2C)CC1	85	98	100	104	93	100	107	99
C=C1CCC2C(C)(COC(C)=O)C(O)CCC2(C)C1/C=C/C1=CCOC1=O (stereo not given)	93	110	87	105	98	102	106	53
N#Cc1ccc(-c2cnc3nonc3n2)cc1	.	85	.	93	96	97	98	99
O=C(O)C(O)c1ccccc1Cl (stereo not given)	86	108	109	104	105	88	109	113
CCC(C)(C)c1ccc(OCCCCCCN2CCN(c3ccncc3)CC2)cc1	-28*	-23*	-44*	-25*	-23*	35	-0.1*	-28*
O=[N+]([O-])c1ccc(Cl)cc1P(=O)(O)c1cc(Cl)ccc1[N+](=O)[O-]	100	86	95	93	96	98	100	102
CCN(CC)C(=O)c1cccc(C)c1	.	98	106	.	71	.	103	99
CC1CC(=O)OC(C)C1 (stereo not given)	.	101	104	.	.	92	97	.
CC1C(/C=N/Nc2ccccc2)C(C#N)(C#N)C1(C#N)C#N (stereo not given)	90	58	82	.	67	57	62	47
C=CCn1c(SCC(=O)Nc2ccc(C(=O)/C=C/c3ccc(OC)cc3)cc2)nnc1-c1ccc(OC)c(OC)c1	83	.	34	64	50	93	87	59
CSc1nc(SCCO)c(C#N)c(-c2cccc([N+](=O)[O-])c2)n1	101	108	103	95	96	93	102	.
CN(C)CCCn1c2c(c3ccncc3c1=O)C(=O)c1ccccc1-2	-18*	1.3*	-23*	-62*	-15*	-11*	7.9*	-26*
Brc1ccc2oc3ccccc3c2c1	68	85	98	110	.	100	98	.
CCOC(=O)CNC(=O)CCC(NS(=O)(=O)c1ccc(C)cc1)C(=O)O (stereo not given)	101	100	105	98	95	96	100	99
COc1ccc2oc(C3CCc4ccccc43)cc2c1 (stereo not given)	93	111	99	106	105	92	104	104
Cc1ccc(S(=O)(=O)Oc2ccccc2-c2ccccc2)cc1	33	18	34	15	21	42	-41*	8.7*
N=C(N)c1ccc(-c2ccc(-c3ccc(Cl)cc3)o2)nc1	-88*	-58*	-62*	112	102	-86*	-84*	.
COc1ccc(C2=NN(C(N)=S)C(c3ccc(Cl)cc3)C2)cc1S(=O)(=O)NNC(=O)c1ccncc1 (stereo not given)	120	112	101	102	125	116	105	.
O=CN1CCN(C=O)C(O)C1O (stereo not given)	.	93	94	109	87	100	104	111
C[C@@H]1[C@@H]2[C@H]3CC[C@@H]4[C@@]5(C)C/C(=C/c6ccco6)C(=O)C(C)(C)[C@@H]5CC[C@@]4(C)[C@]3(C)CC[C@]23CO[C@]1(C)[C@@H](C(=O)/C=C\c1ccco1)C3	108	70	60	88	87	109	77	64
C=Cc1cc[n+](CC(=O)c2ccc(-c3ccccc3)cc2)cc1	100	97	89	117	97	83	100	89
COc1ccc(C2C(C#N)=C(N)Oc3c2ccc2ccccc32)c(OC)c1 (stereo not given)	62	93	88	30	96	71	16	40
Cc1ccc(/C=C/C(=O)c2ccc(S(=O)(=O)NCCNc3nc(Nc4ccc(F)cc4)nc(N(C)C)n3)cc2)cc1	-18*	18	4.7*	12	10	56	-23*	1.1*
N=C(N)SC1c2ccccc2-c2ccc([N+](=O)[O-])cc21 (stereo not given)	92	107	109	86	104	109	93	83
O=C(Nc1ccccc1)C1=NCCCCN1	115	106	104	110	103	103	107	111
Clc1ccc(-c2nc3ccccc3n3cccc23)cc1	.	88	67	61	93	86	110	.
O=C(/C=C/c1c(-c2ccc(Cl)cc2)nn(-c2ccccc2)c1C(F)(F)F)c1ccc(Cl)cc1	65	86	.	.	.	91	98	.

An excerpt from above in order of count of non-hydrogen atoms, largest number first:
Compound	HOP-92	CCRF-CEM	RPMI-8226	K-562	MOLT-4	HOP-62	MDA-MB-435	SR
O=C(/C=C/c1c(-c2ccc(Cl)cc2)nn(-c2ccccc2)c1C(F)(F)F)c1ccc(Cl)cc1	65	86	.	.	.	91	98	.
CC1C(/C=N/Nc2ccccc2)C(C#N)(C#N)C1(C#N)C#N (stereo not given)	90	58	82	.	67	57	62	47
CCN(CC)C(=O)c1cccc(C)c1	.	98	106	.	71	.	103	99

Next results.
Compound	HOP-92	CCRF-CEM	RPMI-8226	K-562	MOLT-4	HOP-62	MDA-MB-435	SR
COc1ccc(C(=O)/C=C/c2cc(-c3cc(OC)c(OC)c(OC)c3)n[nH]2)cc1OC	43	-19*	-36*	3.4*	-1.2*	-57*	-72*	-16*
COCCc1ccc(OCC(O)CNC(C)C)cc1 (stereo not given)	73	96	98	101	91	101	97	.
Cc1ccc(S(=O)(=O)NC(=O)n2ccc3cc(Br)cnc32)cc1	107	104	105	104	96	100	103	96
O=C(N/N=C/c1ccc([N+](=O)[O-])cc1)c1ccccc1Nc1cccc(C(F)(F)F)c1	61	92	90	107	109	89	103	104
COc1cc2c(NC3CCCCC3)ncnc2c(OC)c1OC	85	95	94	86	91	80	101	86
O=C1CC(c2ccccc2)=C(c2ccccc2)C1	68	111	115	103	99	.	112	97
CC(O)C(O)C(O)C(O)CO (stereo not given)	95	100	103	120	99	85	103	92
COc1ccc(-c2n/c(=C\c3c(O)[nH]c4ccc(OC)cc34)cc3c2=Nc2ccccc2-3)cc1	72	.	-38*	-33*	-35*	83	3.6*	7.1*
NC(=O)SCC(=O)Nc1ccc(O)cc1	.	100	104	88	86	104	108	118
Cc1nc(Cl)nc(Cl)c1[N+](=O)[O-]	.	99	99	113	105	107	100	113
CCOC(=O)C(=CNc1cc(C(F)(F)F)ccc1N1CCOCC1)C(=O)OCC	96	82	94	81	83	110	88	75
COc1ccc(-c2c(C)nc(N)nc2-c2ccc(OC)cc2O)cc1	125	115	122	60	84	104	109	.
O=C(CCCc1ccncc1)c1ccccc1	94	77	81	120	105	106	101	93
CCOC(=O)N1C/C(=C/c2ccc(Cl)cc2)C(=O)/C(=C/c2ccc(Cl)cc2)C1	.	26	-12*	3.7*	22	65	38	-5.6*
O=C(Nc1nc(-c2ccccc2)cs1)c1cc(-c2ccc(Br)cc2)nc2ccc(Cl)cc12	66	85	93	79	78	99	99	85
Cc1cc(C)cc(NC(=O)Cn2c(-c3nonc3N)nc3ccccc32)c1	119	114	.	117	104	119	.	.
CC12CCC(C(=O)N(c3nccs3)C1=O)C2(C)C (stereo not given)	103&83	96	115&94	91&105	99&96	94&108	99&110	92&94
COc1ccc2c(C)cc(=O)sc2c1	84	97	95	104	93	95	104	94
COc1c2occc2c(OC)c2c(=O)c(C3=NNC(c4ccc(F)cc4)C3)c(C)oc12 (stereo not given)	83	95	100	88	97	97	108	91
Cc1cc(C)c2c(c1)CC(C)(C)CC2=O	101&119	107&105	100&105	126&84	109&102	108&94	103&108	126&93
OCC1OC(n2cnc3c(=S)nc[nH]c32)CC1O (stereo not given)	88	98	109	62	87	82	99	81

A section from the list above, as a working copy:
Compound	HOP-92	CCRF-CEM	RPMI-8226	K-562	MOLT-4	HOP-62	MDA-MB-435	SR
COc1ccc(C(=O)/C=C/c2cc(-c3cc(OC)c(OC)c(OC)c3)n[nH]2)cc1OC	43	-19*	-36*	3.4*	-1.2*	-57*	-72*	-16*
COCCc1ccc(OCC(O)CNC(C)C)cc1 (stereo not given)	73	96	98	101	91	101	97	.
Cc1ccc(S(=O)(=O)NC(=O)n2ccc3cc(Br)cnc32)cc1	107	104	105	104	96	100	103	96

Assay outcomes (PubChem BioAssay)

Outcome played no part in choosing rows; about 14% have a hit in one of these screens.
